Screening data as filed in PubChem.
CSN deneddyl inh = blocks human CSN-mediated cullin deneddylation. Q92905. Purified CSN, SCF-Nedd8-OG deneddylation, fluorescence polarization. inhibition, % at 12.5 µM. 0.38% of 360,000 active;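 active means pattern-corrected inhibition above about 35%, with an unprinted fluorescence ratio check between 0.5 and 1.5, limit read from the data, passing the limit was not always enough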;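 further: 0% = enzyme with substrate and 100% = substrate without enzyme; some results filed as inactive read as strong as hits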
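Assay system: Purified human Csn5 enzyme expressed in HEK293T cells | Amount: Enzyme 0.24 nM | Measured by: Fluorescence polarization readout | Medium: Tris/NaCl/DTT buffer, pH 7.5 | Compound dosing: One concentration, 12.5 µM, 0.25% DMSO | Times: 90 min incubation of compound, enzyme and substrate at room temperature | Control set: no-enzyme wells high, enzyme-with-substrate wells low | Read-out: % inhibition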
MT1-MMP act inh = inhibitors of human MT1-MMP activation | HT1080 RFP-PRO-GFP cells, GFP/RFP ratio fluorescence, overnight; percent of plate control window, DMSO zero | GFP/RFP ratio change, % at 20 µM | 0.061% of 360,000 active | AID 651647;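 active means GFP/RFP ratio change of at least 30% with cell ATP level not reduced by more than half and red fluorescence within 50% of control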; further: strong numbers were not always called active
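system = RFP-PRO-GFP reporter HT1080 cells | dosing = 20 µM single dose, 1% DMSO | timing = overnight cell settling, then overnight compound exposure, 37 °C, 5% CO2 | read-out basis = GFP/RFP fluorescence ratio | controls = DMSO and RFP-L50D-GFP cell wells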
Rin1 Abl inh = human Rin1-Abl interaction inhibition | P00519+Q13671 | TR-FRET Rin1/Abl binding, biochemical | inhibition, % at 7.35 µM | 0.4% of 360,000 active; in the data active means inhibition above about 5%, passing the limit was not always enough
Neddylation inh = blocks human cullin neddylation. calls only at 25 µM. 0.58% of 360,000 active. TR-FRET cullin neddylation, biochemical; in the data active means inhibition above about 36%
SKN-1 inh = C. elegans SKN-1 inhibition; C. elegans VP596 Pgst-4::GFP/RFP ratio, acrylamide-induced, 24 h; inhibition, % at 21.8 µM; 0.49% of 360,000 active; AID 624304;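 active means interference check ratio from 0.5 to 1.5 plus GFP to RFP signal ratio inhibition reaching or exceeding a fixed threshold, cut at about 30% in these data, passing the limit was not always enough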; further: some compounds called inactive have numbers as strong as hits
PABP1 MLLE inh = inhibitors of microRNA-mediated deadenylation, human PABP1 MLLE binding | GST-MLLE / FITC-PAM2 fluorescence polarization | inhibition, % at 20 µM | 0.36% of 360,000 active | AID 588489; in the data active means inhibition above about 35%, passing the limit was not always enough;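 further: plate controls were DMSO wells with GST-MLLE for no effect and wells lacking GST-MLLE protein for full effect; some results filed as inactive read as strong as hits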
FAS-TE inh = inhibitors of human fatty acid synthase thioesterase domain. 0.67% of 360,000 active. AID 602261. P49327. inhibition, % at 15 µM. recombinant FAS-TE, OMFH fluorogenic substrate, fluorescence endpoint;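 active means compounds whose normalised, plate-corrected inhibition of enzyme fluorescence in the single-dose primary screen is 50% or more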;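 further: 0% = DMSO with enzyme and 100% = substrate without enzyme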
NadD inh = blocks S. aureus nicotinate mononucleotide adenylyltransferase. purified NadD enzyme, colorimetric absorbance read-out. inhibition, % at 20 µM. 0.78% of 360,000 active. AID 602399; in the data active means inhibition above about 26%; further: some compounds past the cut are filed as inactive
Rpn11 inh = blocks the human proteasome subunit Rpn11; 0.59% of 360,000 active; calls only at 20 µM; human 26S proteasome, Ub4-pepOG fluorescence polarization; 20S core pre-blocked with epoxomicin; O00487;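 active means inhibition at 20 µM, scaled to each plate's controls, above about 33%, limit read from the data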
Active calls of the source: *; i = inactive; . = no result given. Not a hit list; overall some 3.9% were active at least once.

structure,CSN deneddyl inh,MT1-MMP act inh,Rin1 Abl inh,Neddylation inh,SKN-1 inh,PABP1 MLLE inh,FAS-TE inh,NadD inh,Rpn11 inh
CC(=O)c1c(C)oc2ccc(N(C(C)=O)S(=O)(=O)c3cccc([N+](=O)[O-])c3)cc12,-10,-1,2,i,-1,6,34,-2,i
C/C(=N\NC(=O)c1cc(-c2ccccc2C)nc2ccccc12)c1cccnc1,-5,-6,1,i,-11,6,-4,3,i
CCC(=O)Nc1ccc(NC(=S)Nc2ccccc2)cc1,-11,2,0,i,2,11,-5,-2,i
CCn1cc(C(=O)N2CC(C)CC(C)C2)c(=O)c2cc(S(=O)(=O)N3CCOCC3)ccc21 (stereo unspecified),-4,-1,-3,i,-4,12,-6,7,i
C/C(=N\NC(=O)c1ccccc1O)c1ccc(NC(=O)Cc2ccccc2)cc1,11,-14,-1,i,1,-2,-4,-2,i
CC(C)N(C(=O)Cn1cc(S(=O)(=O)CC(=O)NC2CCCCC2)c2ccccc21)C(C)C,-1,2,-6,i,-5,-7,-4,-4,i
CCOc1ccc(CNc2nc3ccccc3n2C)cc1,2,2,0,i,9,-9,3,-4,i
CCCC(=O)Nc1cccc(Oc2ccc3c(c2)C(=O)NC3=O)c1,-3,-1,4,i,-6,-11,0,-4,i
N#Cc1ccc(COC(=O)c2cc(=O)c3ccccc3o2)cc1,-1,3,1,i,-14,0,-5,-1,i
Cn1cnc(C(=O)NC2CCN(C(=O)OC(C)(C)C)CC2)c1C(=O)NC1CCN(C(=O)OC(C)(C)C)CC1,-2,1,4,i,5,0,8,-2,i
CCCc1nc2ccccc2c(=O)n1/N=C/c1ccc(O)cc1O,1,2,-2,i,-3,-10,0,-5,i
COc1ccc(/C=N/N2CCN(c3ccccc3)CC2)cc1Br,2,1,-1,i,0,-1,2,1,i
O=C(OCc1ccc(Cl)cc1)c1cnccn1,2,1,0,i,12,-1,-7,3,i
COc1ccc(-c2n[nH]c(=S)n2Cc2ccccc2)cc1,1,2,0,i,-7,5,-1,-4,i
CCC1CCC/C1=N\NC(=O)c1ccoc1C (stereo unspecified),5,2,-4,i,2,-2,-7,0,i
CCS(=O)(=O)N1Cc2ccccc2CC1C(=O)OCC(=O)Nc1ccc(C)cc1 (stereo unspecified),-4,0,1,i,22,-3,5,-4,i
COc1ccc(C(=O)Nn2c(SCC(=O)NCc3ccccc3)nc3ccccc3c2=O)cc1,2,4,-3,i,-5,21,-3,6,i
COc1cc(/C=C2/NC(=O)N(Cc3ccccc3F)C2=O)ccc1Oc1ccc([N+](=O)[O-])cn1,-2,0,-6,i,4,6,12,11,i
Cc1ccccc1CC(=O)NC1CCN(C)CC1,-2,-2,2,i,14,-2,-2,1,i
Cc1nn(Cc2ccc(Cl)cc2)c(C)c1N,2,-4,2,i,-35,4,-3,-2,i
Cc1ccc(Cn2c(SCC(=O)NCC3CCCO3)nc3c2c(=O)n(C)c(=O)n3C)cc1 (stereo unspecified),-14,1,-2,i,5,-4,3,0,i
COc1cc(CN2C[C@@H](CO)O[C@@H](n3cnc4c(NCc5ccncc5)ncnc43)C2)cc(OC)c1OC,0,3,3,i,1,10,-5,1,i
Cc1cc(C(=O)CN2C(=O)C3CC=CCC3C2=O)c(C)n1-c1ccccc1 (stereo unspecified),-2,0,1,i,3,1,2,1,i
CCNC(=O)/C(=C\c1ccc2c(c1)OCO2)NC(=O)c1ccc(Br)cc1,0,0,-4,i,3,-8,2,0,i
CCS(=O)(=O)N1CCC(C(=O)NCc2cc(OC)ccc2OC)CC1,-2,1,2,i,5,6,-10,1,i
CCCC(CCC)C(=O)Nc1c[nH]c(=O)[nH]c1=O,-4,-1,-3,i,1,-7,-5,0,i
Cc1cccc(CN2CCN(C3CN(Cc4cn(Cc5ccc(F)cc5)nn4)S(=O)(=O)C3)CC2)c1 (stereo unspecified),0,8,.,i,13,.,-6,0,.
COc1cccc(C(=O)Nc2cc(C)on2)c1,3,-1,-5,i,9,7,-7,-5,i
O=C(NNC(=O)c1cccs1)c1ccc(Cl)c(S(=O)(=O)N2CCCC2)c1,-6,4,-4,i,6,-5,-3,4,i
Cc1cn([C@H]2C[C@H](O)[C@@H](CNCc3cnc(N4CCOCC4)nc3)O2)c(=O)[nH]c1=O,1,0,2,i,-4,11,-7,-3,i
Cc1cccc(CN2CCC(CNC(=O)CCNC(=O)Cn3ccc4ccccc4c3=O)CC2)c1,-4,-1,1,i,-1,-7,-7,-10,i
CCN1C(=O)[C@H]2[C@@H](c3ccc(-c4ccc5c(c4)OCO5)c(OC)c3)N[C@@](C)(C(=O)OC)[C@H]2C1=O,1,-2,5,i,3,-4,-6,-3,i
COc1cccc(-n2c(CCn3nc(C)c([N+](=O)[O-])c3C)n[nH]c2=S)c1,-7,4,2,i,-5,1,-10,-5,i
CCOC(=O)c1c(C)nn(-c2ncccc2NC(=O)CCC(=O)O)c1C,-6,2,2,i,11,2,-8,6,i
O=C(NC(c1ccc(F)cc1)c1ccc2ccccc2n1)C1CCN(Cc2ccc(Oc3ccccc3)cc2)CC1 (stereo unspecified),2,10,0,i,2,-5,15,17,i
C=CCc1c(C)nc2c(OC)cccc2c1Cl,-3,-6,2,i,6,-5,2,0,i
O=C(CC1SC(N2CCCCC2)=NC1=O)Nc1cccc(C(=O)N2CCCC(C(F)(F)F)C2)c1 (stereo unspecified),0,-1,-2,i,-10,-7,-2,2,i
O=C(NCc1ccncc1)C(=O)NCC(c1ccco1)N1CCN(c2ccccc2)CC1 (stereo unspecified),2,-2,-1,i,-14,-4,-5,0,i
CC1(C)C2CC=C(/C=N/NC(=O)C3CC3)C1C2 (stereo unspecified),-5,1,2,i,-9,5,-2,-1,i
CC(NS(C)(=O)=O)C(c1cccs1)N1CCN(c2ccccc2)CC1 (stereo unspecified),3,1,-1,i,0,-7,-4,-6,i
CCOC(=O)NC(=S)Nc1cccc(NC(=S)NC(=O)OCC)c1,-4,1,3,i,-2,-7,-5,8,i
O=[N+]([O-])c1ccc(N2CCN(C(=S)Nc3cccc(F)c3)CC2)cc1,0,-1,0,i,5,-121,13,-2,i
Cc1ccc(S(=O)(=O)Nc2ccc3c(c2)nc(CCN2CCCC2)n3C)cc1,4,-4,4,i,7,-7,0,13,i
COc1ccc(Cl)cc1C(=O)NN=C1CCCC1,3,-1,-2,i,-10,-13,2,-1,i
Cc1ccc(-n2cccn2)c([C@@H]2C[C@H]3CN(C)C(=O)[C@]34CCCN24)c1,-4,-4,2,i,2,-9,-4,-2,i
COc1cc(S(=O)(=O)N(Cc2ccccn2)Cc2ccco2)ccc1-n1cnnn1,7,26,-1,i,11,2,-2,2,i
CCC1NC(=O)c2cc(S(N)(=O)=O)c(Cl)cc2N1 (stereo unspecified),4,0,-4,i,-2,-1,-3,2,i
Cc1c(C(N)=O)cc([N+](=O)[O-])cc1[N+](=O)[O-],-3,-2,2,i,-11,-5,-9,1,i
CCc1cc(=O)oc2c3c(cc(OCC(=O)NCCCn4ccnc4)c12)OC(C)(C)CC3,1,-2,-2,.,15,14,-2,5,i
COc1cccc(NC(=O)CSc2nc3ccccc3c(=O)n2CCCC(=O)N2CCCC2)c1,1,-1,0,i,-5,7,0,4,i

Additional compounds follow.
structure,CSN deneddyl inh,MT1-MMP act inh,Rin1 Abl inh,Neddylation inh,SKN-1 inh,PABP1 MLLE inh,FAS-TE inh,NadD inh,Rpn11 inh
C/C(CCc1oc2ccccc2c1-c1ccc(C)o1)=N/O,-1,-4,-2,i,11,-1,-4,0,i
COc1cccc(/C=N\NC(=O)C2=NNC(=O)C2C)c1O (stereo unspecified),2,0,-3,i,4,-10,-8,0,i
COCOCCn1cc(CN2CCS(=O)(=O)N(Cc3ccc(-c4ccc(F)cc4)cc3)C(CC(C)C)C2=O)nn1 (stereo unspecified),-2,-1,0,i,9,-1,21,-3,i
COc1ccc(OC)c(C(=O)CSc2nnnn2C)c1,1,2,2,i,-5,-16,-9,-5,i
COc1ccc(CCNc2ncnc3sc(C)cc23)cc1OC,-2,6,1,i,-11,4,-2,-3,i
COc1cccc(C2CC(c3ccccc3)n3ncnc3N2)c1 (stereo unspecified),-4,-1,0,i,4,-13,-1,5,i
CN1CCN(C(=O)c2ccccc2NC(=O)c2ccc(C(C)(C)C)cc2)CC1,4,-2,-2,i,-23,5,-1,-4,i
Cn1nc(C(=O)NCc2cccc(F)c2)cc1C(=O)NCc1cccc(F)c1,3,8,-1,i,-4,-2,1,-5,i
Cc1ccc(C(=O)N2CCCC(N(C)Cc3ccccc3)C2)s1 (stereo unspecified),-1,2,1,i,8,-7,-2,-4,i
Cc1c(C(=O)Nc2cccc(S(=O)(=O)N3CCCC3)c2)oc2ccccc12,3,1,-2,i,13,-9,-1,-8,i

Profiles, looked up by structure. Order of screens: CSN deneddyl inh	MT1-MMP act inh	Rin1 Abl inh	Neddylation inh	SKN-1 inh	PABP1 MLLE inh	FAS-TE inh	NadD inh	Rpn11 inh
`COc1ccc(CCNc2ncnc3sc(C)cc23)cc1OC` reads -2	6	1	i	-11	4	-2	-3	i
`COc1cccc(C2CC(c3ccccc3)n3ncnc3N2)c1` (stereo unspecified) reads -4	-1	0	i	4	-13	-1	5	i

Following part
structure,CSN deneddyl inh,MT1-MMP act inh,Rin1 Abl inh,Neddylation inh,SKN-1 inh,PABP1 MLLE inh,FAS-TE inh,NadD inh,Rpn11 inh
CC(C)C(C)(C#N)NC(=O)CSc1nc2scc(-c3ccccc3)c2c(=O)[nH]1 (stereo unspecified),1,-3,-4,i,2,-47,-5,4,i
CC(=O)NCc1ccc(-c2csc(N)n2)s1,3,3,-1,i,-16,19,-3,-2,i
Cc1ccc(C)n1CCN1CCN(C(=O)CC#N)CC1,7,0,3,i,2,7,-8,-4,i
O=C(c1ccc2snnc2c1)N1CCCC1,0,-2,-1,i,5,11,-4,2,i
CCCCN1C(=O)C(CC(=O)NC(c2ccccc2)c2ccccc2)CC(C(=O)N(C)C)=C1C (stereo unspecified),3,0,-1,i,-8,17,-5,-5,i
